Cardio protect: myocardial damage modulation in H9c2 cells. H9c2 cardiomyocytes, H2O2 injury protection, ATPLite, 2 h. protection from H2O2 cell death, % at 20 µM. 0.63% of 360,000 active;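 active = compounds giving at least 50% protection of heart cells from peroxide-induced death in the single-dose screen, raw or plate-pattern-corrected value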;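 also: 0% = DMSO wells with peroxide and 100% = DMSO wells without peroxide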
iPSC survival up: enhancers of human iPSC single-cell survival | hiPSC single-cell survival, ATPlite luminescence; 100% = ROCK inhibitor wells, 0% = DMSO | survival enhancement, % at 20 µM | 0.044% of 360,000 active | AID 602274; in the data active = survival enhancement above about 18%;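 also: cells exposed to compounds for 16 hours before the ATP read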
MC4R antagonist: antagonists of human melanocortin 4 receptor (MC4R) | MC4R-expressing cells, MTII-stimulated cAMP, LANCE TR-FRET | inhibition, % at 6.5 µM | 0.48% of 360,000 active | P32245;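 active = inhibition above its plate's cutoff, the mean of tested wells on that plate plus 3 SD, cut at about 29% in these data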;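 also: 0% = Melanotan II alone and 100% = Melanotan II plus saturating MCL0020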
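Material: U2OS-MC4R stable cell line | Reagent: Melanotan II challenge after compound preincubation | Doses: One concentration, 6.5 µM nominal | Incubation: 30-min compound preincubation, 1-h Melanotan II challenge, 1-h detection, room temperature | Signal: TR-FRET cAMP assay | Replicates: One well per compound, no replicates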
aDG glyco up: alpha-DG glycosylation activation | Pro5-aDG cells, alpha-DG glycosylation AlphaScreen (IIH6); 0% Pro5, 100% B10-LARGE cell signal | activation, % at 10 µM | AID 624168 | 0.22% of 360,000 active;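 active = activation of at least 8% versus controls, or a plate z-score of at least 8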;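 also: Pro5 are CHO cells carrying HIG-tagged alpha-DG that lacks glycosylation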
ABCB6 inh 2: inhibitors of human ABC transporter ABCB6. Q9NP58. K562-ABCB6 porphyrin accumulation, flow cytometry, 1 h; hits give low values. fluorescence ratio to DMSO, % at 10 µM. 0.19% of 360,000 active. AID 602162;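 active = fluorescence ratio to DMSO below 75%, the collection mean minus 3 SD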;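 also: signal is porphyrin accumulated inside mitochondria; 100% equals median channel fluorescence of DMSO control wells; lower ratio means ABCB6 inhibition with less porphyrin fluorescence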
Target sequence (Q9NP58 whole entry, looked up): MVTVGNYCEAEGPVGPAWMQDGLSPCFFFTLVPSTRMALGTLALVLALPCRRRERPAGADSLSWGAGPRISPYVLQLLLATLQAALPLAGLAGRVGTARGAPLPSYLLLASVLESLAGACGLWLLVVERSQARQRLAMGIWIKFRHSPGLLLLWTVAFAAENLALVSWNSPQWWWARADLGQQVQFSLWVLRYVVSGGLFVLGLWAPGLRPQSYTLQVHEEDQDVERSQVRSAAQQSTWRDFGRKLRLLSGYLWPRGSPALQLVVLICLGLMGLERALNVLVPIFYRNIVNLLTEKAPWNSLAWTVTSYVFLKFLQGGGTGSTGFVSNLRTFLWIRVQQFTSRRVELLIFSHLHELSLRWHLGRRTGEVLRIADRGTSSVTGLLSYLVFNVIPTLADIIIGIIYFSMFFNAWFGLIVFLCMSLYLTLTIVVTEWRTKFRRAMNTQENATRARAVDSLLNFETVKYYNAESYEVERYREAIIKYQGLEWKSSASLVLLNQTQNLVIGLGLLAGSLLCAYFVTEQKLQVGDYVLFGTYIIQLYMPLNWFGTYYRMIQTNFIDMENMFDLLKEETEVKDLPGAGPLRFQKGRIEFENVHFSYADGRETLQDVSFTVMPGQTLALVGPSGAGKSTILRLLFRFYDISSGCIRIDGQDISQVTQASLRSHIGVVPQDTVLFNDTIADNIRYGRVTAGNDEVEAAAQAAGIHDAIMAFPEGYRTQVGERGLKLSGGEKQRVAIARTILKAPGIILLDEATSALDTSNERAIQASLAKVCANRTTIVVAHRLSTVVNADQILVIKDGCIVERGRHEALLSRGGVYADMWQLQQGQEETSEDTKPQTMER
MC4R barr agon: human MC4R agonism via beta-arrestin. P32245. U2OS MC4R beta-arrestin complementation, luminescence; percent of melanotan II response, DMSO zero. activation, % at 8.9 µM. 0.98% of 360,000 active. AID 540308;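 active = activation above a per-plate cutoff, the mean activation of sample wells on that plate plus 3 SD, cut at about 8% in these data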
Exocytosis inh: blocks lytic granule exocytosis | TALL-104 LAMP-1 surface exposure, flow cytometry; cells stimulated with thapsigargin and PMA | inhibition, % at 10 µM | 0.66% of 360,000 active | AID 651702;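 active = inhibition above about 55%, limit read from the data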
ABHD5-PLIN5 inh: ABHD5-PLIN5 protein interaction inhibition; 0.78% of 360,000 active; inhibition, % at 4 µM; AID 602281; Split G. princeps luciferase complementation, luminescence, 4 h;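 active = inhibition above the mean inhibition across every tested compound plus 3 SD, cut at about 22% in these data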;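 also: 0% = DMSO only wells and the 100% control is not disclosed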
m5-HT2A agonist: activates the mouse 5-HT2A serotonin receptor; P35363; CHO-K1 mHTR2A beta-arrestin complementation, luminescence; percent of 30 µM serotonin response; activation, % at 7.6 µM; 0.66% of 360,000 active; AID 624169;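 active = activation above a run cutoff, the mean activation of all tested compounds plus 3 SD, cut at about 14% in these data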;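 also: 0% = plate median of compound wells and 100% = 30 µM serotonin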
Glyco luc inh: N-linked glycosylation inhibition. D54 ERlucT glycosylation luciferase reporter, 24 h; percent of 100 nM tunicamycin response. AID 588692. 0.23% of 360,000 active. reporter increase, % at 12.5 µM;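 active = mean luciferase reporter signal, scaled so untreated is 0 and the glycosylation-blocking control 100, at or above a set limit in every replicate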;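 also: luciferase carries N-glycosylation sites so blocking glycosylation raises the light; 0% = median of neutral control wells and 100% = median of 100 nM tunicamycin wells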
* hit, by the source's call.

Abbreviations: A = Cardio protect; B = iPSC survival up; C = MC4R antagonist; D = aDG glyco up; E = ABCB6 inh 2; F = MC4R barr agon; G = Exocytosis inh; H = ABHD5-PLIN5 inh; I = m5-HT2A agonist; J = Glyco luc inh
CCOc1ccc(-n2nc3c(=O)[nH]nc(C)c3c2C)cc1
  A = 0	B = -1.5	C = 4	D = 0.2	E = 100	F = -1.6	G = -2	H = -3	I = -1	J = -2

C=CCn1c(N)cc(=O)nc1SCC(=O)N(c1ccccc1)c1ccccc1
  A = -1	B = 2.2	C = -4	D = -0.4	E = 112	F = -3.2	G = -4	H = -2	I = 4	J = 3

CC(C)C[C@H](NC(=O)Nc1ccccc1F)C(=O)O
  A = 8	B = -1.0	C = 13	D = 0.2	E = 45*	F = -2.1	G = -1	H = 3	I = 13	J = 3

Cc1ccccc1COCCN1CCN(S(=O)(=O)c2ccccc2)CCC1=O
  A = 6	B = 5.5	C = 0	D = 0.9	E = 96	F = 1.2	G = -1	H = -7	I = -7	J = 1

O=C(O)C1CCCN1C(=O)Nc1ccc(Cl)cc1 (stereo not drawn)
  A = -2	B = -3.1	C = 5	D = 0.2	E = 112	F = -2.6	G = 4	H = -7	I = 0	J = 2

CCOC(=O)c1nnn(-c2nonc2N)c1-c1cccs1
  A = 6	B = -1.1	C = -2	D = -0.2	E = 94	F = -1.0	G = 0	H = -5	I = 1	J = 0

COc1ccc(N2CCN(S(=O)(=O)c3cc4c(cc3C)N(C(C)=O)CCO4)CC2)cc1
  A = 3	B = -0.4	C = -1	D = 0.0	E = 96	F = 0.2	G = -1	H = -3	I = -2	J = 0

CC(C)c1ccc(C(=O)NC(=S)Nc2ccc3[nH]c(=O)[nH]c3c2)cc1
  A = -14	B = -0.7	C = 11	D = 0.3	E = 95	F = -1.2	G = 2	H = 1	I = 4	J = 1

Cc1cccc(N(C)S(=O)(=O)c2ccc3c(c2)CCC(=O)N3)c1
  A = 6	B = -1.4	C = 17	D = 0.0	E = 100	F = 0.9	G = 3	H = -6	I = 2	J = -1

Cc1ccc(Cl)cc1N1CCN(C(=O)C2CCN(S(=O)(=O)c3c(C)nn(C)c3C)CC2)CC1
  A = -6	B = 7.6	C = 9	D = 1.9	E = 104	F = -1.3	G = 1	H = 5	I = 5	J = -1

COCCN(C(=S)Nc1ccccc1OC)C(C)c1cccs1 (stereo not drawn)
  A = 4	B = 5.0	C = 23	D = 0.1	E = 102	F = 0.5	G = -8	H = -8	I = -1	J = -1

Cc1ccc(N2C(=O)C3CCC(C)(C2=O)C3(C)C)cc1C (stereo not drawn)
  A = -2	B = -0.6	C = 2	D = -0.1	E = 97	F = -2.1	G = 2	H = 0	I = 0	J = 0

Cc1cc(NC(=O)CCC(=O)N(c2ccccc2)C(C(=O)NC2CCCC2)c2ccccc2)no1 (stereo not drawn)
  A = -6	B = 0.9	C = 8	D = 0.6	E = 92	F = -1.1	G = -2	H = 5	I = 4	J = -3

CCOC(=O)/C(=C/c1ccc(OC(F)F)cc1)C1=Nn2c(nnc2-c2ccc(Cl)cc2)SC1
  A = -21	B = -0.8	C = 14	D = -0.5	E = 99	F = 1.7	G = 0	H = 42*	I = 0	J = 16

CCOC(=O)Cc1cc(OC)c(OC)cc1Cc1cc(OC)c(OC)cc1CC(=O)OCC
  A = -1	B = -0.3	C = -5	D = -0.2	E = 92	F = 2.3	G = -2	H = 14	I = 1	J = 2

Cc1csc(=O)n1CC(=O)OCC(=O)c1c(N)n(C)c(=O)n(C)c1=O
  A = 2	B = -0.3	C = 8	D = -0.2	E = 97	F = -4.0	G = 2	H = -6	I = -3	J = 1

CC(=O)c1c(C)cc(C)c(CSc2ccccn2)c1C
  A = -4	B = 0.3	C = 15	D = -0.1	E = 101	F = -2.6	G = -4	H = 1	I = -7	J = 0

CCCCCOC(=O)Nc1nnc(CCCCC)s1
  A = -7	B = 0.6	C = -2	D = 0.2	E = 99	F = 2.8	G = -1	H = -12	I = -4	J = -2

O=S(=O)(c1ccc(F)cc1)N1CCCC1
  A = 3	B = -0.4	C = 1	D = -0.1	E = 94	F = 1.5	G = -2	H = -2	I = 3	J = 0

COCc1c(C(=O)N/N=C\c2cccs2)nnn1-c1nonc1N
  A = 2	B = -0.8	C = 9	D = 0.0	E = 101	F = -1.1	G = -3	H = 3	I = -2	J = 5

Random excerpt: 7 records from the list.
Abbreviations: A = Cardio protect; B = iPSC survival up; C = MC4R antagonist; D = aDG glyco up; E = ABCB6 inh 2; F = MC4R barr agon; G = Exocytosis inh; H = ABHD5-PLIN5 inh; I = m5-HT2A agonist; J = Glyco luc inh
COCc1c(C(=O)N/N=C\c2cccs2)nnn1-c1nonc1N
  A = 2	B = -0.8	C = 9	D = 0.0	E = 101	F = -1.1	G = -3	H = 3	I = -2	J = 5

CCOC(=O)Cc1cc(OC)c(OC)cc1Cc1cc(OC)c(OC)cc1CC(=O)OCC
  A = -1	B = -0.3	C = -5	D = -0.2	E = 92	F = 2.3	G = -2	H = 14	I = 1	J = 2

Cc1csc(=O)n1CC(=O)OCC(=O)c1c(N)n(C)c(=O)n(C)c1=O
  A = 2	B = -0.3	C = 8	D = -0.2	E = 97	F = -4.0	G = 2	H = -6	I = -3	J = 1

CCOC(=O)/C(=C/c1ccc(OC(F)F)cc1)C1=Nn2c(nnc2-c2ccc(Cl)cc2)SC1
  A = -21	B = -0.8	C = 14	D = -0.5	E = 99	F = 1.7	G = 0	H = 42*	I = 0	J = 16

CCCCCOC(=O)Nc1nnc(CCCCC)s1
  A = -7	B = 0.6	C = -2	D = 0.2	E = 99	F = 2.8	G = -1	H = -12	I = -4	J = -2

O=S(=O)(c1ccc(F)cc1)N1CCCC1
  A = 3	B = -0.4	C = 1	D = -0.1	E = 94	F = 1.5	G = -2	H = -2	I = 3	J = 0

Cc1cc(NC(=O)CCC(=O)N(c2ccccc2)C(C(=O)NC2CCCC2)c2ccccc2)no1 (stereo not drawn)
  A = -6	B = 0.9	C = 8	D = 0.6	E = 92	F = -1.1	G = -2	H = 5	I = 4	J = -3

The listing continues:
Abbreviations: A = Cardio protect; B = iPSC survival up; C = MC4R antagonist; D = aDG glyco up; E = ABCB6 inh 2; F = MC4R barr agon; G = Exocytosis inh; H = ABHD5-PLIN5 inh; I = m5-HT2A agonist; J = Glyco luc inh
O=C(CN1C(=O)COc2ccccc21)N1CCCC1
  A = 0	B = -0.5	C = 5	D = 0.1	E = 95	F = 0.2	G = -1	H = -1	I = -4	J = 2

Cc1cc(NC(=O)Cn2c(=O)oc3ccccc32)no1
  A = 8	B = 1.6	C = -1	D = -0.4	E = 99	F = 0.1	G = -9	H = 3	I = 1	J = 1

COc1cc(NC(=O)COC(=O)CO/N=C(\C)c2ccc3c(c2)OCO3)cc(OC)c1OC
  A = -3	B = 0.2	C = -8	D = -0.3	E = 103	F = 1.8	G = -3	H = -4	I = -2	J = 1

Cc1[nH]n(-c2ccc(Cl)cc2)c(=O)c1N=Nc1cccnc1
  A = 6	B = 0.0	C = 11	D = 0.2	E = 93	F = -2.7	G = -7	H = -2	I = -3	J = 2

CC1=NCCN1CCNC(=O)Nc1ccc(C(C)(C)C)cc1
  A = 6	B = 0.3	C = -3	D = -0.1	E = 102	F = -0.6	G = -2	H = 2	I = -5	J = 0

Cc1ccc(NC(=O)CC(C)c2ccccc2)cc1S(=O)(=O)N1CCOCC1 (stereo not drawn)
  A = 2	B = -0.5	C = 6	D = 0.3	E = 98	F = -1.6	G = -2	H = -3	I = 2	J = -2

Cn1c(=O)cc(OCC(=O)N2CCN(c3ccccc3F)CC2)c2ccccc21
  A = 6	B = 5.7	C = 8	D = -0.1	E = 102	F = -1.9	G = -7	H = 2	I = -5	J = 4

Cc1c(N(C(=O)Cc2cccs2)C2(C(=O)NC3CCCC3)CCCCC2)c(=O)n(-c2ccccc2)n1C
  A = -1	B = 0.2	C = 7	D = -0.3	E = 101	F = 0.6	G = -3	H = -2	I = 4	J = 1

CC(=O)Nc1cccc(NC(=O)Nc2ccc(C)c(Cl)c2)c1
  A = -18	B = -3.1	C = 6	D = 0.0	E = 94	F = -3.1	G = 0	H = 4	I = -4	J = 1

Cc1noc(C)c1COc1ccccc1C(=O)N1CCN(S(=O)(=O)c2ccc(C(C)C)cc2)CC1
  A = -8	B = 3.5	C = 6	D = 0.6	E = 95	F = -1.2	G = 1	H = 1	I = -3	J = -1

CCn1c(CNC(=O)c2ccco2)nnc1SCC(=O)Nc1cc(C(F)(F)F)ccc1Cl
  A = -6	B = 5.8	C = 9	D = 0.1	E = 95	F = -3.6	G = -3	H = -2	I = -2	J = -1

CC(=O)c1ccc(N2CCN(C(=O)/C=C/c3ccc(S(=O)(=O)NCc4ccco4)cc3)CC2)cc1
  A = 12	B = -0.6	C = 15	D = 1.6	E = 91	F = -1.1	G = 16	H = -5	I = 8	J = -7

Cc1ccc(OCCC(=O)N(CC(=O)Nc2ccccc2C(F)(F)F)Cc2ccco2)cc1
  A = -3	B = -0.5	C = 12	D = 0.3	E = 98	F = -2.3	G = -8	H = -6	I = -4	J = -2

Cc1ccc(C)c(S(=O)(=O)Nc2cccc(-n3cnnn3)c2)c1
  A = -1	B = -0.5	C = 3	D = 0.2	E = 99	F = -2.5	G = -6	H = -11	I = 6	J = -2

CCN(CC)C(=O)CSc1nnc2nnc3cc(OC)ccc3n12
  A = -14	B = -0.2	C = -12	D = 1.1	E = 161	F = 0.6	G = -7	H = -1	I = 8	J = 18

CCOc1c(Br)ccc2c1sc1nc[nH]c(=O)c12
  A = -5	B = -4.3	C = 3	D = 0.0	E = 82	F = 4.6	G = -7	H = 0	I = 4	J = 0

Cc1cs/c(=N\N=C\c2cccc([N+](=O)[O-])c2)n1Cc1ccco1
  A = -6	B = -0.5	C = 2	D = -0.6	E = 98	F = 0.4	G = -5	H = 3	I = -1	J = -4

CC(C)(C)NS(=O)(=O)c1ccc(NC(=O)C2CCCCC2)cc1
  A = -6	B = 7.0	C = -7	D = 0.2	E = 96	F = -1.7	G = 5	H = -11	I = 1	J = -4

O=C(CCl)Nc1ccc2c(c1)OCO2
  A = -3	B = -0.7	C = 10	D = 1.0	E = 98	F = 1.7	G = 23	H = 5	I = -5	J = 2

NS(=O)(=O)c1cc(Br)c2c(c1)S(=O)(=O)NCN2
  A = -7	B = 0.2	C = 2	D = -0.2	E = 97	F = -2.7	G = 2	H = 3	I = 2	J = 1

COCCn1c(C)cc(C(=O)COC(=O)/C=C/c2ccc(OC)cc2OC)c1C
  A = -7	B = 3.9	C = 13	D = -0.1	E = 99	F = 0.2	G = 32	H = 10	I = 10	J = 0

Nc1nc(Cl)cc(N2CCOCC2)n1
  A = 3	B = -1.9	C = 0	D = 0.1	E = 88	F = -0.2	G = 2	H = 6	I = 0	J = 1

COc1ccccc1OC(C)C(=O)NNC(=S)NC1CCCC1 (stereo not drawn)
  A = 5	B = 0.6	C = -3	D = 0.1	E = 99	F = -1.9	G = -2	H = -1	I = 0	J = -1

S=c1nc(COc2ccccc2)[nH]c2ccccc12
  A = -2	B = -0.6	C = 13	D = -0.1	E = 202	F = 1.4	G = -11	H = -4	I = 1	J = 0

Screening data as filed in PubChem BioAssay.
